# Screening results from PubChem BioAssay.
# FLuc stim CS – affects firefly luciferase, flagging false hits in luciferase stimulation screens; P08659; ATPlite luciferase biochemical, luminescence, 10 min; 0 = ATP-free wells, 1 = DMSO control; activation factor at 10 µM; 200,000 tested, under 10 active; AID 1027;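 active means luciferase activation factor, scaled between plate controls, of at least 2 with compound at 10 µM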
#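 Assay system – cell-free luciferase reagent · Medium – PBS-based ATP solution · Dosing – test compounds dosed from 2 mM stocks in 100% DMSO · Timing – 10 min, room temperature · Technique – light output (luminescence) · Measure – luminescence gain marking luciferase activators · Controls – No-ATP low control, compound-free enzyme-plus-ATP high control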
# NF-kB expr up – compounds increasing NF-kB expression in human neuronal cells. NF-kB reporter expression; active compounds read high. fold change at 12.5 µM. 190,000 tested, 1.6% active; in the data active means fold change above about 3.3
# STAT1 activator – STAT1 signaling activation | NIH 3T3 STAT1-luciferase reporter, IFN-gamma, luminescence; 100% = IFN-gamma alone, no compound | activation (% of control), % at 5.5 µM | 200,000 tested, 2.6% active;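 active means activation above the screen-wide mean activation plus 3 SD, cut at about 130% in these data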;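 further: raw ratio to IFN-gamma control signal so 100% means no change and 0% no light; values of inactives mirror those of a sister screen read the other way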
# Diaphorase act – activates diaphorase or chemically reduces, flagging diaphorase assay artifacts; Diaphorase/resazurin coupled assay, resorufin fluorescence, 16 min; active compounds read high; 1 = vehicle wells, 0 = NADH-free wells; activation factor at 20 µM; 190,000 tested, 0.005% active;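 active means diaphorase activity raised at least twofold by the compound at 20 µM; inactive means activation factor below 2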
#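 Material: bacterial diaphorase enzyme (C. kluyveri); amount: enzyme 0.07 U/mL final; reagent: NADH substrate 0.114 mM plus resazurin dye 0.1 mM, final; doses: single compound dose of 20 µM, 1% DMSO final; timing: 16 min enzyme reaction, ambient temperature; measured by: fluorescence of resorufin, 544 nm excitation, 590 nm emission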
# Diaph inh CS – inhibits diaphorase or chemically oxidizes, flagging diaphorase assay artifacts; AID 1217; 190,000 tested, 0.69% active; inhibition, % at 20 µM; diaphorase resazurin-to-resorufin fluorescence, NADH, 16 min; bacterial (C. kluyveri) enzyme, not human;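 active means primary screen inhibition at 20 µM above a set limit, cut at about 50% in these data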;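 further: plate controls were DMSO with full reaction for no effect and wells lacking NADH for full effect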
#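 Assay system: diaphorase enzyme from Clostridium kluyveri. Quantity: enzyme working solution with 0.14 U/mL diaphorase. Schedule: reaction incubation of 16 min at room temperature. Technique: resorufin fluorescence, excitation 544 nm, emission 590 nm. Controls: No-NADH positive control and DMSO neutral control.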
# APP transl inh – APP translation inhibition; SH-SY5Y APP 5'UTR-luciferase reporter, luminescence; inhibition, % at 2 µM; 190,000 tested, 0.82% active; AID 1285;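 active means inhibition above a set limit, derived from the sample mean plus 3 SD, cut at about 45% in these data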; further: values of inactives mirror those of a sister screen read the other way
# TLR4-MyD88 BLA – TLR4-MyD88 interaction inhibition in cells; 200,000 tested, 0.18% active; O00206+Q99836; HeLa CL3-4 TLR4/MyD88 BLA complementation, FRET ratio; inhibition, % at 8.4 µM; in the data active means inhibition above about 25%;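 further: 0% = vehicle and 100% = reference inhibitor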
# Target sequence (O00206 whole entry, looked up): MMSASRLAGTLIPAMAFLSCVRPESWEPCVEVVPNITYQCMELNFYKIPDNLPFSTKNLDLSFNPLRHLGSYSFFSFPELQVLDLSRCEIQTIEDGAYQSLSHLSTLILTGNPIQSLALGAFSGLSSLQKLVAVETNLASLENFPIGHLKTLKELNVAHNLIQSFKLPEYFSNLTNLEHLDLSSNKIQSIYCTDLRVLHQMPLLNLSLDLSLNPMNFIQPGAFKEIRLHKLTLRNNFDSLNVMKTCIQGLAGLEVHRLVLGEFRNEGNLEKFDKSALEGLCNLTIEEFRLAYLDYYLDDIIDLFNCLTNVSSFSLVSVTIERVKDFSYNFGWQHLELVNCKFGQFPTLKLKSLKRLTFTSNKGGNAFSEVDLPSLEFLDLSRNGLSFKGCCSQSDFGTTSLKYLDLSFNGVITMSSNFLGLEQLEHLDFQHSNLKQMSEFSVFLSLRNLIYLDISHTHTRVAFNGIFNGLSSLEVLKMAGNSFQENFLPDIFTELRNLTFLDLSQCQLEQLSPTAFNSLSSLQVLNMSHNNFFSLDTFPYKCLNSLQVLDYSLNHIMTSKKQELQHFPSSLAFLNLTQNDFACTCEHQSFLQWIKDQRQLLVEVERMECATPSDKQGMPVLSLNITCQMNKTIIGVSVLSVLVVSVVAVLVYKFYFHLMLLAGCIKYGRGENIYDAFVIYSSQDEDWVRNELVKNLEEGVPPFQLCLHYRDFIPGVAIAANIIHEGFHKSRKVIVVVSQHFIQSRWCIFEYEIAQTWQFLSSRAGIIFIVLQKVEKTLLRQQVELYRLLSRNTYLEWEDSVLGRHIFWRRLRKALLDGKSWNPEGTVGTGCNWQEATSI
# Target sequence (Q99836 whole entry, looked up): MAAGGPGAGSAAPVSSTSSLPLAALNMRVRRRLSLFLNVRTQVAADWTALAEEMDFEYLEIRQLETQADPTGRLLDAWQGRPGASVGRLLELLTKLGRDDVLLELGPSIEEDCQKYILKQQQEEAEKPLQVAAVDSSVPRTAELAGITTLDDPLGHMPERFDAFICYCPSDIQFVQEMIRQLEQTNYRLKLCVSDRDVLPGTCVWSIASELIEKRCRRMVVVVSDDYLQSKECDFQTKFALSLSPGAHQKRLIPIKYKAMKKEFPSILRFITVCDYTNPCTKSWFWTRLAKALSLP
# G6PDH CS – inhibits Leuconostoc G6PDH, flagging false hits in G6PDH-based assays; Purified L. mesenteroides G6PDH, diaphorase/resazurin coupled fluorescence, 45 min; inhibition, % at 5 µM; 200,000 tested, 0.12% active; AID 1020; in the data active means inhibition above about 50%
# APP 5'UTR act – APP 5'UTR luciferase reporter activation; SH-SY5Y APP 5'UTR luciferase reporter, luminescence; zero percent = DMSO vehicle wells; activation, % at 2 µM; 190,000 tested, 1% active; AID 1276;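 active means activation above a set limit, based on mean plus 3 SD of controls, cut at about 140% in these data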; further: values of inactives mirror those of a sister screen read the other way
# FLuc inh counter – counter-screen for luciferase assay inhibitors: firefly luciferase inhibition. P08659. ATPLite firefly luciferase biochemical luminescence, 10 min. inhibition, % at 10 µM. 200,000 tested, 1.5% active. AID 1006;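 active means inhibition above about 50% when tested at 10 µM, limit read from the data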
# The depositor's hits bear a star; nt = no result given.
SMILES,FLuc stim CS,NF-kB expr up,STAT1 activator,Diaphorase act,Diaph inh CS,APP transl inh,TLR4-MyD88 BLA,G6PDH CS,APP 5'UTR act,FLuc inh counter
CC(C)C1N=C2c3ccccc3N=C(SCc3cc(=O)n4cc(Cl)ccc4n3)N2C1=O (stereo not drawn),1.1,0.75,105,0.8,23,3,9,3,-3,-6
CC(=O)Cc1nsc(NC(=O)c2cc(-c3ccccc3Cl)oc2C)n1,1,1.1,103,0.9,11,5,2,4,-5,4
COc1ccc(N2CCN(C(=S)Nc3ccc(C)cc3)CC2)cc1,1.1,1.4,94,0.9,11,9,4,18,-9,-6
Cc1cc2ccccc2n2c(SCC(=O)NCC3CCCO3)nnc12 (stereo not drawn),1,0.92,109,0.9,14,11,6,9,-11,-3
COc1ccc(OCC(O)CN(C)C(=O)/C=C/c2cccc([N+](=O)[O-])c2)cc1 (stereo not drawn),1,1.1,105,0.9,8,19,5,14,-19,-4
Cc1[nH]c2ccccc2c1C(=O)COC(=O)C1CC(=O)N(Cc2ccccc2)C1 (stereo not drawn),1,0.78,102,0.9,12,2,5,3,-2,-1
CC(NC(=O)CCNC(=O)c1ccccc1Cl)C1CC2CCC1C2 (stereo not drawn),1.1,1.1,98,0.9,12,3,10,2,-3,-10
O=S(=O)(c1ccccc1)c1cnn2c(C(F)(F)F)cc(-c3ccccc3)nc12,1.1,0.98,99,0.9,9,4,9,4,-4,-10
Cc1ccc(-c2cc(C(=O)NCc3ccc4c(c3)OCO4)no2)cc1,1,1.1,92,0.9,6,2,-3,-27,-2,2
COc1ccc(C2=C(c3ccc([N+](=O)[O-])cc3)C(=O)OC2)cc1,1,1.1,92,0.9,8,2,-2,-3,-2,0
CCNC(=S)Nc1ccc(Cl)c([N+](=O)[O-])c1,1.1,1.1,100,0.9,9,-9,-2,-1,9,-7
CCC(CC)c1nnc(NC(=O)c2c(-c3ccccc3)noc2C)s1,1.1,1.2,100,1,-3,1,-10,6,-1,-7
CCN(CC)S(=O)(=O)c1ccc2[nH]c(=O)cc(C(=O)Nc3ccc(C)cc3)c2c1,1.1,1.3,96,1,5,-16,-9,9,16,-8
Cc1ccc(C(=O)Cn2nnc3c(sc4nc5c(c(-c6ccccc6)c43)CCC5)c2=O)cc1,1,0.89,91,0.8,19,-8,-9,4,9,0
O=C(CN1c2cccc3cccc(c23)S1(=O)=O)N1CCOCC1,1.1,1.1,101,0.8,20,-5,-2,0,5,-7
COc1ccc(OC)c(NC(=O)c2c(NC(=O)CCC(=O)O)sc3c2CCCCC3)c1,1.1,1.2,100,0.8,20,2,-5,-4,-2,-8
CCCCCCCC(=O)Nc1ccc(S(=O)(=O)Nc2nccs2)cc1,1.1,1.1,96,0.9,11,-12,-11,0,12,-8
CCn1cc(C2=NOC(C(=O)Nc3cc(C)nn3-c3ccccc3)C2)c(C)n1 (stereo not drawn),1.1,1.1,99,1,4,7,-2,-8,-7,-6
O=c1sc2ccccc2n1COc1ccc(Cl)cc1,1.1,1.5,110,0.9,9,-15,-11,1,15,-7
Cc1ccc2cccc(OCC(=O)Nc3ccc(N4CCOCC4)cc3)c2n1,1,2.2,95,0.9,8,-11,4,1,11,2
CC(=O)c1cc(F)c(N2CCN(C(=O)C(C)(C)C)CC2)cc1C,0.9,0.5,104,1.1,-6,-11,-7,5,11,7
CN(C)c1nnnn1-c1ccccc1Oc1ncc(C(F)(F)F)cc1Cl,1.1,1.5,94,1,1,4,10,-3,-4,-9
CCOC(=O)N1CCN(C(=O)CSCc2nc(-c3ccccc3C)oc2C)CC1,1,0.81,98,0.9,10,-7,9,5,7,-3
COC(=O)c1cc(CNC(=O)c2cccc(Cl)c2Cl)ccc1OC,1,0.97,104,0.9,12,6,-3,4,-6,-2
COC(=O)[C@H](CCSC)NC(=O)Nc1cc(C)ccc1C,1,0.96,101,0.9,12,-14,8,-8,14,-5
CCCCNC(=O)CSc1nc(COc2ccccc2)nc2ccccc12,1.1,0.98,87,0.7,26,-20,5,2,20,-6
Cn1c(=O)c2c(nc(CN3CCN(C(c4ccccc4)c4ccccc4)CC3)n2CC(N)=O)n(C)c1=O,1.1,1.1,97,1,3,17,-8,-2,-17,-8
COC(=O)Cc1c(O)ccn(C2CC2)c1=O,1.1,1.2,94,1,-4,-2,-9,8,2,-7
COc1ccc(NC(=O)CSc2nnc(C3CCCCC3)o2)c(OC)c1,1.1,1.1,100,0.9,9,4,8,6,-4,-9
O=c1[nH]c(/C(=N\O)c2ccccc2)no1,1,1,90,0.9,12,2,3,-3,-2,0
CCN(CC)S(=O)(=O)c1cccc(-c2nnc(SC(C)C#N)n2Cc2ccccc2)c1 (stereo not drawn),1,0.75,91,0.9,7,-12,15,11,12,-3
CONc1nc2nonc2nc1NOC,1,1.1,92,0.9,7,1,13,1,-1,-2
O=C(NC1CC2CCCC(C1)N2C1CC1)NC12CC3CC(CC(C3)C1)C2 (stereo not drawn),1,nt,93,0.9,9,5,-2,3,-5,0
CCC1CCCCN1C1Sc2ccc(C(=O)OC)cc2NC1=O (stereo not drawn),1.1,1.2,102,0.8,21,7,5,2,-7,-7
COC(=O)C(Nc1nccs1)(OC)C(F)(F)F (stereo not drawn),1.1,1.4,90,0.9,9,-17,-1,7,17,-13
CSc1oc(-c2ccco2)nc1S(=O)(=O)c1ccc(F)cc1,1,1.1,97,1,4,5,8,3,-5,3
CCOc1ccc(NC(=O)Nc2ccccc2C(N)=O)cc1,0.1,1.2,119,0.9,7,-19,-6,18,19,93*
CCc1ccc(OCC(=O)N2CCN(c3ccccc3F)CC2)cc1,1,0.85,96,0.9,6,2,8,3,-2,-2
CCC1(CC)NC(=O)NC1=O,1,0.97,103,0.9,15,4,-6,-13,-4,-2
O=C(NCc1cc(C(F)(F)F)cc(C(F)(F)F)c1)C1CC(c2ccccc2[N+](=O)[O-])=NO1 (stereo not drawn),1.1,0.93,93,0.8,20,8,-3,6,-7,-9
O=c1[nH]c(Cc2ccccc2)nc2ccccc12,1,1.1,97,0.9,8,13,7,3,-13,0
OCC1(Cc2ccc(Cl)cc2)CCN(Cc2ccccc2F)CC1,1.1,1.1,85,0.9,14,15,-5,12,-15,-7
CCCCN=C(Nc1ccc(Cl)cc1)c1cccnc1,1.1,0.9,104,0.8,16,-17,-2,-4,17,-8
Cc1c(NC(=O)CSc2nnnn2-c2ccc(O)cc2)c(=O)n(-c2ccccc2)n1C,1,0.82,104,0.9,8,4,0,0,-4,-2
CC1CCCN(C(=O)CCS(=O)(=O)Cc2ccccc2)C1 (stereo not drawn),1.1,0.91,103,0.9,9,-13,-1,1,13,-7
O=S(=O)(NCc1ccccc1Br)c1cccs1,1.1,1,98,1,3,-11,-5,13,11,-9
COc1cccc(CNCCSc2nnnn2C)c1OC,1.1,1,101,0.9,13,1,-2,5,-1,-11
CCC(C)[C@H](NC(=O)NCc1cccc(OC)c1)C(=O)OC (stereo partly drawn),1,1.4,101,1,1,-1,-7,4,1,1

# Looked up by structure from the list above (6):
SMILES,FLuc stim CS,NF-kB expr up,STAT1 activator,Diaphorase act,Diaph inh CS,APP transl inh,TLR4-MyD88 BLA,G6PDH CS,APP 5'UTR act,FLuc inh counter
CC(=O)Cc1nsc(NC(=O)c2cc(-c3ccccc3Cl)oc2C)n1,1,1.1,103,0.9,11,5,2,4,-5,4
COc1ccc(NC(=O)CSc2nnc(C3CCCCC3)o2)c(OC)c1,1.1,1.1,100,0.9,9,4,8,6,-4,-9
O=c1sc2ccccc2n1COc1ccc(Cl)cc1,1.1,1.5,110,0.9,9,-15,-11,1,15,-7
COc1ccc(C2=C(c3ccc([N+](=O)[O-])cc3)C(=O)OC2)cc1,1,1.1,92,0.9,8,2,-2,-3,-2,0
O=C(NCc1cc(C(F)(F)F)cc(C(F)(F)F)c1)C1CC(c2ccccc2[N+](=O)[O-])=NO1 (stereo not drawn),1.1,0.93,93,0.8,20,8,-3,6,-7,-9
CCC1CCCCN1C1Sc2ccc(C(=O)OC)cc2NC1=O (stereo not drawn),1.1,1.2,102,0.8,21,7,5,2,-7,-7

# More compounds.
SMILES,FLuc stim CS,NF-kB expr up,STAT1 activator,Diaphorase act,Diaph inh CS,APP transl inh,TLR4-MyD88 BLA,G6PDH CS,APP 5'UTR act,FLuc inh counter
CCCOc1cccc(C(=O)Nc2nnn(CCC)n2)c1,1,1.7,115,0.9,13,-19,-11,-3,19,4
Cc1oc(-c2ccc(Cl)cc2)nc1CS(=O)CC(=O)NCCN1CCCC1 (stereo not drawn),1,0.99,99,0.9,13,nt,-6,5,nt,-5
COCCNC(=O)Cn1cc(S(=O)(=O)N2CCN(c3ccccc3F)CC2)c2ccccc2c1=O,1,1,104,0.8,18,-9,1,17,9,-1
CCO[C@@H]1OC(C(=O)NCc2nc3ccccc3[nH]2)=C[C@H](C2CC2)[C@H]1CCCO,1.1,1,96,1.2,-16,2,-3,13,-2,-5
Cc1cc(C)nc(N(C#N)S(=O)(=O)c2ccccc2)n1,1,1,95,0.8,16,-10,1,5,10,0
COc1ccc(/C(O)=C2/C(=O)C(=O)N(CCCC(=O)O)C2c2ccc(OC)c(OC)c2)cc1 (stereo not drawn),1.1,1.6,96,1.1,-15,-4,-2,7,4,-5
CCOC(=O)c1cc(-c2nnc(-c3ccc(Oc4ccccc4)cc3)o2)c(C)nc1C,1,0.94,95,0.8,20,-1,2,-54,1,-5
CCn1c(CNC(=O)COc2ccc(C(C)C)cc2)nnc1SCC(=O)Nc1cc(F)ccc1C,1.1,0.84,100,0.9,9,-4,7,5,5,-11
OCCOCCN1CCN(C(=S)Nc2ccccc2)CC1,1.1,1.2,100,0.9,10,5,-7,6,-5,-6
Cc1cc(C)nc(-n2ncc3c2CC(c2ccccc2C)CC3=O)n1 (stereo not drawn),1.1,0.99,95,0.9,8,3,-3,-13,-3,-6
Cc1ccc(Nc2nc(N)nc(CSc3nnc(-c4ccncc4)o3)n2)cc1,1,0.94,104,0.9,10,2,-4,-62,-2,3
CN(CC(=O)Nc1nc2ccccc2s1)S(=O)(=O)c1ccc(Cl)cc1,1,0.97,106,0.7,27,0,10,3,1,-3
CCC(=O)c1ccc(OCC(O)CN2CCN(c3cccc(C(F)(F)F)c3)CC2)cc1 (stereo not drawn),1,1.1,91,0.7,29,25,18,-32,-25,-3
O=C(Cn1ncc2ccccc21)N1CCN(c2cccc(C(F)(F)F)c2)CC1,1,1.2,109,0.9,8,6,4,6,-6,-4
CC(C)C(=O)Nc1nc(-c2ccc([N+](=O)[O-])cc2)cs1,1.1,1.6,120,0.9,13,-21,-9,12,21,-5
O=C(COC(=O)C1CCC1)Nc1ccccc1Sc1ccccc1,1.1,0.98,97,0.8,19,10,3,18,-11,-14
COC(=O)Cc1ccc(NC(=S)NNC(=O)c2ccccc2Br)cc1,1,1.2,104,1,-3,0,-13,-2,0,-1
CCN=C(NCC)SC1CC(=O)N(c2ccc(OC)cc2)C1=O (stereo not drawn),1.1,0.95,92,1,3,0,0,2,0,-8

# Compounds were not picked by outcome, and some 5.6% of all compounds hit somewhere here.
